GLP-1R agonist = qHTS of GLP-1 Receptor Agonists; Glucagon-like peptide 1 receptor (Homo sapiens), P43220; HEK293 GLP-1R CRE-luciferase, luminescence, 4-6 h; cells express a hypersensitive GLP-1R form; Potency, µM (highest dose often 45.6 µM), inactives show at the highest dose activation, hits mostly activators; actives 0.007% (n = 380,000); also: % of control where 0% means no effect
Target sequence (P43220 whole entry, looked up): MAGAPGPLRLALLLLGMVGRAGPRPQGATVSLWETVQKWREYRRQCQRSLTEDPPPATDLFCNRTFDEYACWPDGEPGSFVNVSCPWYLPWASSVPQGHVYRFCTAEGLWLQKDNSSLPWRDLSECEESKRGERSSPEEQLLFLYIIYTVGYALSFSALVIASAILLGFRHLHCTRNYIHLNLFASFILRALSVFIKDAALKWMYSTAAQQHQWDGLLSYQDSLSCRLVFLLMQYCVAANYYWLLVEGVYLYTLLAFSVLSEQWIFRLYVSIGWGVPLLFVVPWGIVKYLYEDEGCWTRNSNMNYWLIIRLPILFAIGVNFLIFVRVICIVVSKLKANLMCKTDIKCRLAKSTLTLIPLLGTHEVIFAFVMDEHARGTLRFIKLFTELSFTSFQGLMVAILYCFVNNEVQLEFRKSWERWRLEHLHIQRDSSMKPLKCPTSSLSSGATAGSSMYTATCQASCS
KB-V1 MDR tox = qHTS assay for MDR1-selective chemotherapeutics: Primary screen using the drug-selected MDR subline cells KB-V1. actives 3.4% (n = 400,000). Potency, µM (top dose mostly 46.1 µM), without a hit: top-dose activity change, negative = cytotoxicity, actives largely listed as cytotoxic. KB-V1 MDR cells viability, CellTiter-Glo, 72 h; also: % is scaled to controls: 0 for no effect and ±100 for the full control effect; nearly all actives have a fitted effect of over 60% in size
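Following 72 h at 37 degrees C with compound, KB-V1 cell viability was read by CellTiter-Glo luminescence, medium being phenol-red-free DMEM plus 10% FBS; concentration-response parameters came from normalized, curve-fitted qHTS data.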
TDP43 rescue = qHTS of TDP-43 Inhibitors. TDP-43 expressing yeast growth rescue, BacTiter-Glo, 24 h. AID 652104, 2013. Potency, µM (titrated, usually from 46.1 µM), without a hit: at the top dose growth rescue (activation), usual class: activators. actives 1.8% (n = 410,000); also: % of control where 0% means no effect; nearly all actives have a fitted effect of over 50% in size
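Yeast expressing TDP-43 (pregrown in raffinose, seeded at OD600=0.02 in galactose medium) exposed to compounds 24 hr at 30 deg C. Growth read by BacTiter-Glo luminescence; rescue of toxicity appears as increased signal.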
HT1080NT lethal = qHTS for induction of synthetic lethality in tumor cells producing 2HG: qHTS for the HT-1080-NT fibrosarcoma cell line. HT-1080-NT fibrosarcoma viability, CellTiter-Glo ATP luminescence, 48 h. AID 686970, 2013. Potency, µM (titrated, usually from 46.1 µM), for inactives: top-dose activity, negative = less viability, most hits filed as cytotoxic. actives 1.6% (n = 360,000);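 also: NT is the 2HG producing partner of a matched IDH1 knockdown line; 0% = DMSO-treated cells and -100% = media-only wells without cells; nearly all actives have a fitted effect of over 55% in size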
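HT-1080-NT fibrosarcoma cells (2HG-overproducing), 750 cells/well in RPMI with 5% FBS, dosed after 2 h and incubated 48 h at 37C. CellTiter-Glo luminescence normalized to DMSO and no-cell wells; concentration-response curves fitted and classed.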
GLP1R inv ag = qHTS of GLP-1 Receptor Inverse Agonists (Inhibition Mode); HEK293 GLP-1R CRE-luciferase, luminescence, 24 h; GLP-1R form is constitutively active; actives 1.6% (n = 410,000); Potency, µM (doses to about 38.3 µM), without a hit: at the highest dose activity change, negative = inhibition, actives largely listed as inhibitors; AID 624417, 2012; also: % is scaled to controls: 0 for no effect and ±100 for the full control effect; nearly all actives have a fitted effect of over 55% in size
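Seeding at 200 cells/uL, 12 h culture, 24 hr compound treatment, then luciferase reagent and a luminescence read; cells are HEK293 stably expressing a constitutively active GLP-1R plus cAMP-responsive luciferase.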
SW480 rerep = A quantitative high throughput screen for small molecules that induce DNA re-replication in SW480 colon adenocarcinoma cells; SW480 DNA re-replication, Hoechst DNA content imaging, 48 h; AID 624297, 2012; Potency, µM (series often up to 46.1 µM), for the others: at the highest dose re-replication activation, most hits filed as activators; actives 1.8% (n = 340,000); also: % of control where 0% means no effect; nearly all actives have a fitted effect of over 55% in size
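SW480 cells exposed to compounds for 48 hr at 37 C, 5% CO2, then Hoechst-stained 40 min. Nuclear DNA content imaged by fluorescence scanning (405 nm excitation, 500-530 nm emission); re-replication scored as increased high-intensity nuclei.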
HEK293 tox = qHTS of GLP-1 Receptor Inverse Agonists: Cytotox Screen; HEK293 cAMP-luciferase reporter cells, luminescence, 24 h; Potency, µM (doses to about 38.3 µM), for the others: top-dose activity change, negative = inhibition, hits mostly inhibitors; actives 0.13% (n = 410,000); AID 624418, 2012;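 also: loss of luciferase light is scored as toxicity; % is scaled to controls: 0 for no effect and ±100 for the full control effect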
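Quantitative HTS format, 1536 wells, 200 cells/uL seeded. Compounds: 23 nL, 24 h, 37 °C. Detection: luciferase reagent, luminescence at 12 min RT; decreased signal taken as cytotoxic.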
KB-3-1 tox = qHTS assay for MDR1-selective chemotherapeutics: Primary screen using the parental adenocarcinoma cell KB-3-1; actives 1.4% (n = 400,000); Potency, µM (top dose mostly 46.1 µM), for the others: top-dose activity change, negative = cytotoxic, actives largely listed as cytotoxic; AID 1347075, 2019; KB-3-1 viability, CellTiter-Glo ATP luminescence, 72 h; also: % is scaled to controls: 0 for no effect and ±100 for the full control effect; nearly all actives have a fitted effect of over 60% in size
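Parental KB-3-1 adenocarcinoma cells in phenol-red-free DMEM with 10% FBS were pin-treated with compounds at several concentrations, incubated 72 h at 37 °C, and viability read by CellTiter-Glo luminescence; concentration-effect curves were fitted after normalization.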
HT1080 IDH1KD tx = qHTS for induction of synthetic lethality in tumor cells producing 2HG: qHTS for the HT-1080-IDH1KD cell line; HT-1080 IDH1 knockdown viability, ATP luminescence, 48 h; Potency, µM (top dose mostly 46.1 µM), for inactives: top-dose activity, negative = toxicity, usual class: cytotoxic; actives 2% (n = 360,000); AID 686971, 2013;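 also: 0% = DMSO wells and -100% = cell-free medium wells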
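Using the IDH1-knockdown HT-1080 line run in the same batch and compound series as the NT line, viability after 48 h at 37 °C was determined by CellTiter-Glo luminescence and expressed as % activity.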
Numbers without * were called inactive; ? = inconclusive; nt = no result given; [ ] = another dose, or the depositor's remark. Calls follow the shape of the dose curve; as a rule, active = well fitted curve in the direction sought with a large enough effect; inconclusive = small, poorly fitted or top-dose-only effect, or another doubt; inactive = no such curve, though single readings can be large; an effect the other way counts as inactive or inconclusive. Potency is read from the fitted curve at half-maximal effect.

SMILES	GLP-1R agonist	KB-V1 MDR tox	TDP43 rescue	HT1080NT lethal	GLP1R inv ag	SW480 rerep	HEK293 tox	KB-3-1 tox	HT1080 IDH1KD tx
Nc1nc(CN2CCC(Cc3ccccc3)CC2)nc(Nc2ccccc2)n1	2.5%	-25.5%	6.0%	-16.7%	0.0%	5.7%	-19.0%	?	-1.0%
Cc1cc(C)nc(NCC(O)CNc2ccccc2C)n1 (stereo not drawn)	0.5%	1.5%	-19.5%	-5.7%	-13.3%	1.0%	1.2%	-5.7%	-2.5%
O=C(Nc1ccc2c(c1)CCCN2C(=O)c1cccs1)c1c(F)cccc1Cl	-4.5%	-20.0%	-0.5%	-22.8%	?	23.9%	-8.2%	?	0.0%
COc1ccc(-c2cc(C(=O)Oc3cccc(C)c3)c3ccccc3n2)cc1	nt	0.0%	10.1%	nt	-17.1%	nt	-11.8%	3.1%	nt
CC(=O)c1ccc(NC(=O)CCC(=O)OCC(=O)c2cccc([N+](=O)[O-])c2)cc1	8.4%	-0.2%	-24.3%	11.4%	14.8%	-8.0%	-2.7%	7.0%	23.9%
N/C(=N\OC(=O)COc1ccc(Br)cc1Cl)c1ccccn1	-5.6%	-58.1%	4.4%	-16.6%	10µM*	1.1%	65.0%[activator]	-4.9%	-17.1%
CCOC1=C2CN(S(=O)(=O)c3ccc(C)cc3)[C@H](c3ccccc3)C[C@@H]2N(S(=O)(=O)c2ccc(C)cc2)[C@H](c2cccs2)C1	-2.8%	14.4%	12.1%	14.7%	28.2%	nt	4.2%	0.0%	21.0%
CCOC(=O)C1(CCOc2ccccc2)CCN(Cc2cccc3nonc23)CC1	8.2%	-24.9%	-2.1%	-2.1%	?	8.4%	-3.5%	3.3%	?
CC1CCc2sc(C(=O)NNC(=S)NC3CC3)cc2C1 (stereo not drawn)	-0.2%	6.8%	?	?	-3.2%	-7.0%	-14.0%	10.8%	24.9%
COc1ccc(OC)c(NC(=O)C2CCN(Cc3cnn(-c4ccccc4)c3-n3cccc3)CC2)c1	-2.5%	8.2µM*	-6.4%	-2.0%	-20.8%	?	-9.2%	-1.4%	?
CCCn1c(N)c(C(=O)CSc2nncs2)c(=O)[nH]c1=O	-7.4%	7.3%	10.8%	13.7%	6.0%	-5.2%	-33.8%	6.6%	2.0%
COc1ccc(C(=O)CSc2nnc(Cn3cnc4ccccc43)o2)cc1	-8.5%	0.0%	3.3%	-20.2%	0.8%	12.7%	-26.3%	?	-7.0%
COc1ccc2c(C)c(CC(=O)NCc3ccc(C)cc3)c(=O)oc2c1OC	nt	?	10.7%	nt	29.9%	nt	-2.9%	1.2%	nt
O=C(CN1C(=O)CC(c2ccccc2)=Nc2ccccc21)NCc1ccco1	-5.0%	-6.6%	6.5%	3.4%	?	-0.1%	-8.3%	7.7%	-0.6%
COC(=O)c1ccccc1SC1CC(=O)N(c2ccccc2)C1=O (stereo not drawn)	-8.8%	0.0%	?	10.1%	-9.3%	-703.9%[inhibitor]	1.1%	8.4%	11.8%
CC/C(=N\NC(=O)c1ccc(-c2ccccc2)cc1)C12CC3CC(CC(C3)C1)C2	-8.8%	6.0%	15.2%	-11.2%	0.4%	-9.6%	8.1%	-1.7%	-9.9%
Nc1cc(Cl)cc2c1-c1ccc(Cl)cc1C2	15.1%	?	?	-12.9%	-17.1%	9.7%	-10.7%	?	-13.1%
COCCN=c1scc(-c2cc(OC)c(OC)c(OC)c2)n1/N=C/c1c(C)[nH]c2ccccc12	-2.3%	?	22.4µM*	?	?	1.2%	?	?	?
O=c1oc(Nc2cccc(F)c2)nc2ccccc12	-24.0%	?	-1.3%	-9.8%	14.5%	0.8%	-4.9%	-0.7%	-6.4%
CCOC(=O)c1ccc(NS(=O)(=O)c2ccc3c(c2)oc(=O)n3C)cc1	7.2%	0.4%	-11.4%	-4.0%	6.0%	1.8%	8.8%	0.0%	-12.2%
CCOc1ccccc1NC(=O)CSc1cn[nH]n1	10.7%	27.7%	-12.4%	-11.4%	39.3%[activator]	-59.4%[inhibitor]	-3.1%	7.8%	2.8%
CCn1cc(CNC(=O)C2CCC(=O)N(C3CCCCCC3)C2)cn1 (stereo not drawn)	-5.7%	1.2%	0.3%	4.7%	3.6%	-8.6%	6.0%	-6.1%	1.5%
Cc1ccc(S(=O)(=O)N2C[C@H]3C(=O)C[C@@H](c4cccc5ccccc45)N(S(=O)(=O)c4ccc(C)cc4)[C@H]3C[C@H]2c2ccc(Cl)cc2)cc1	-2.6%	7.7%	?	-0.4%	-11.8%	nt	13.0%	-2.5%	-4.1%
Cc1ccc(-n2nc(C)c3c(C(=O)Nc4ccc(Br)c(C)c4)cc(C)nc32)cc1	nt	16.9%	18.9%[9.22 µM]	nt	-3.1%	nt	3.8%	4.3%	nt
CCn1nccc1C(=O)Nc1cc(Cl)ccc1Cl	0.4%	-4.3%	?	-1.3%	27.7%	-14.9%	-5.6%	5.1%	2.2%
COc1ccc(Cl)cc1NS(=O)(=O)c1cccc(C(=O)NCC(C)(C)N2CCOCC2)c1	-4.4%	-9.3%	-11.0%	-3.4%	-21.7%	-3.8%	3.0%	?	-12.2%
CCCN(CCC)C(=O)C[n+]1cccc(/C=N/O)c1	1.2%	32.4%	-2.5%	10.6%	26.3%	-0.7%	15.1%	5.4%	11.7%
O=C(CSc1ccccc1)NC1CC1	-8.2%	25.2%	19.0%	-0.8%	11.9%	nt	-7.8%	12.3%	0.5%
O=C(COc1ccc2ccc(=O)oc2c1)NCC(O)c1ccccc1 (stereo not drawn)	2.4%	?	9.0%	6.3%	2.9%	1.7%	-9.1%	6.4%	9.4%
O=C(O)COc1ccc(C(NC(=O)c2c(F)cccc2F)NC(=O)c2c(F)cccc2F)cc1	-4.9%	?	8.9%	9.5%	-1.2%	-10.9%	5.7%	3.0%	8.7%
CC(C)Oc1ccc(CNC(=O)c2cc(S(=O)(=O)N3CCOCC3)cn2C)cc1	-0.3%	2.8%	3.7%	-0.5%	?	-35.4%[inhibitor]	1.3%	13.1%	2.8%
CS(=O)(=O)N1CCCC(C(=O)NCc2ccco2)C1 (stereo not drawn)	0.6%	-2.0%	-10.7%	4.6%	64.7%[activator]	4.5%	7.8%	13.3%	3.6%
COc1ccc(-c2cnnn2-c2ccc(N)cc2)cc1OC	30.1%	11.8%	-7.6%	7.2%	78.8%[activator]	-8.1%	-14.1%	-1.0%	2.4%
CCN(c1ccc(C)c(C)c1)S(=O)(=O)c1ccc2c(c1)CCN2C(=O)CCC(=O)O	-0.2%	-6.1%	-7.6%	7.4%	-6.2%	?	6.5%	0.5%	-2.5%
COc1ccccc1C(=O)NCC(=O)Nc1ccc2c(c1)OCO2	-0.4%	-0.8%	21.2%	10.2%	6.2%	-8.8%	-0.4%	13.9%	20.0%
COc1ccc(CN2CSC(=S)N(Cc3ccccc3)C2)cc1	20.6%	-1.2%	?	-7.9%	10µM*	?	?	-6.0%	-2.7%
Cn1c(C(=O)N[C@@H](C(=O)O)c2ccccc2)cc2cc(F)ccc21	-1.8%	1.2%	-0.6%	4.8%	2.0%	3.1%	-0.2%	0.2%	-4.4%
COc1ccc(Br)cc1CN(C)CC(=O)Nc1cccc(S(N)(=O)=O)c1	20.8%	-26.3%	9.4%	-5.0%	14.9%	-2.1%	-1.7%	-1.1%	5.2%
O=C(Cc1c(O)c2ccccc2[nH]c1=O)NC1CCCCCCC1	8.3%	-21.7%	?	-1.8%	0.0%	-4.0%	-0.7%	0.9%	-2.4%
O=C(COC(=O)/C=C/c1ccccc1Cl)Nc1cccnc1Cl	4.1%	1.6%	?	10.2%	17.3%	21.2%	1.0%	-4.3%	7.3%
COc1ccc(N2CCN(c3oc(-c4ccccc4C)nc3S(=O)(=O)c3ccccc3)CC2)cc1	nt	-20.7%	10.7%	nt	-12.2%	nt	2.8%	-1.1%	nt
Nn1c(SCc2ccccc2)nnc1-c1ccccn1	-5.4%	10.6%	-5.3%	19.2%	-0.9%	-7.8%	2.8%	4.8%	6.5%
COc1ccc(C)cc1S(=O)(=O)Nc1cccc(-c2ccc(N3CCC(C)CC3)nn2)c1	nt	-17.3%	15.8%	nt	1.7%	nt	0.0%	5.4%	nt
COc1ccccc1NC(=S)N1CCc2cc(OC)c(OC)cc2C1	16.9%	?	21.9%	5.8%	4.3%	nt	-10.1%	?	13.7%
COc1ccc(CCC(C)NCCc2ccc(Cl)cc2Cl)cc1 (stereo not drawn)	-2.1%	?	4.3%	?	10µM*	?	?	-0.6%	?

Record cards, as listed above. Order of screens: GLP-1R agonist, KB-V1 MDR tox, TDP43 rescue, HT1080NT lethal, GLP1R inv ag, SW480 rerep, HEK293 tox, KB-3-1 tox, HT1080 IDH1KD tx
COc1ccc(N2CCN(c3oc(-c4ccccc4C)nc3S(=O)(=O)c3ccccc3)CC2)cc1 is entered as nt, -20.7%, 10.7%, nt, -12.2%, nt, 2.8%, -1.1%, nt
Nn1c(SCc2ccccc2)nnc1-c1ccccn1 is entered as -5.4%, 10.6%, -5.3%, 19.2%, -0.9%, -7.8%, 2.8%, 4.8%, 6.5%
